# BAP1 block: blocks human BAP1 ubiquitin-AMC hydrolysis | recombinant BAP1, Ub-AMC hydrolysis fluorescence kinetic; active compounds read low | AID 436 | 72,000 tested, 0.48% active | Q92560 | activity remaining (% of control), % at 20 µM;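 active means activity remaining at or below 50% of control, provided the compound also passes the data quality filters; inactive means the rest, including low values that fail the filters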;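 further: 100% = DMSO wells rate and 0% = substrate alone blank rate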
# Target sequence (Q92560 whole entry, looked up): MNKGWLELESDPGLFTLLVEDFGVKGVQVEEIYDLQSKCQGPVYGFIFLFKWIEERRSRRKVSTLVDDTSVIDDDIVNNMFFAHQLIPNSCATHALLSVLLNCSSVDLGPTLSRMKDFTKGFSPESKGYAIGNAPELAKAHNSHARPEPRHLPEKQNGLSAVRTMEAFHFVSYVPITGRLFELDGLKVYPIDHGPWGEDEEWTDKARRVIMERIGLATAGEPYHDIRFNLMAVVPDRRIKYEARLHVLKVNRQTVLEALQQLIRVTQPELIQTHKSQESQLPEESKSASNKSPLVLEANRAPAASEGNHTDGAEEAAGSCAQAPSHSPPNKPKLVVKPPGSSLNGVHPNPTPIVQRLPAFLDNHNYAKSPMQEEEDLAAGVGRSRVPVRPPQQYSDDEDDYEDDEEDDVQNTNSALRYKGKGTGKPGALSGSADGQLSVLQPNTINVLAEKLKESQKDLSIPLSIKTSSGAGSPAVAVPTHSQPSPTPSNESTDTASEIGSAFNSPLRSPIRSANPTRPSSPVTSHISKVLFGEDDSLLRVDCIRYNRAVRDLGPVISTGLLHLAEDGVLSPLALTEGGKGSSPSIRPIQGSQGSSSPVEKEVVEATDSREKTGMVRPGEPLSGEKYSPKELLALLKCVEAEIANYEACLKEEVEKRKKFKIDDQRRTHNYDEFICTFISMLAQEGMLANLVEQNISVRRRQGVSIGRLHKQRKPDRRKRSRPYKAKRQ
# HePTP inhibitor: human HePTP phosphatase inhibition | inhibition, % at 20 µM | AID 521 | 110,000 tested, 0.64% active | recombinant HePTP phosphatase activity, OD absorbance | P35236; in the data active means inhibition above about 50%;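 further: plate controls were vehicle for no effect and reference inhibitor for full effect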
# Target sequence (P35236 whole entry, looked up): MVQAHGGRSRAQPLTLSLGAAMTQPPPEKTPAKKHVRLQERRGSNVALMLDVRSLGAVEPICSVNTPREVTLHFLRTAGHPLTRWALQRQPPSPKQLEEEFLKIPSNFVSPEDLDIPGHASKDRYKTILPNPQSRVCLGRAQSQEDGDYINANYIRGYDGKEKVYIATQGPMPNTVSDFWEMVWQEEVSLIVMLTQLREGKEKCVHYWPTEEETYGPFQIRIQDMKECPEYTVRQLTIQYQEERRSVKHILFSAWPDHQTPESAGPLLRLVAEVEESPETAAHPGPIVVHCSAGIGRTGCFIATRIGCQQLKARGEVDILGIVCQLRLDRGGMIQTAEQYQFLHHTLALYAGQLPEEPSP
# Active calls of the source: *; . = no result given; & = joins results of further samples. No enrichment for hits. Share with any hit: about 0.95%.
SMILES,BAP1 block,HePTP inhibitor
COC(=O)c1ccccc1NC(=S)NC(=O)c1ccco1,.,-12
O=C(CN(c1ccc(F)cc1)S(=O)(=O)c1ccccc1)NCCSc1ccccc1,.,-10
O=C(NC(C(=O)c1ccccc1)N1CCOCC1)c1ccccc1 (stereo not given),102,6&10
CC1=NN(c2cccc(F)c2)C(=O)/C1=C\c1ccc2c(c1)OCO2,.,0
CCN1C(=O)C(C23CC4CC(CC(C4)C2)C3)NC1=S (stereo not given),.,-24
CC(Sc1ccccc1)C(=O)Nc1cccc(N(C)S(C)(=O)=O)c1 (stereo not given),86,7
COc1ccc(Oc2ccc(-n3c(C)cc(C=O)c3C)cc2)cc1,.,5
CC(Oc1ccccc1)C(=O)Nc1ccc(I)cc1 (stereo not given),.,5
Cc1cc(C)nc(N2CCC(C(=O)N3CCN(c4cc(Cl)ccc4C)CC3)CC2)n1,83,7
CC(=O)N1CCN(c2cc(N3CCCCC3)c(F)cc2[N+](=O)[O-])CC1,.,1
O=C(/C=C/c1cc2c(cc1Br)OCO2)c1cccc([N+](=O)[O-])c1,.,-14
COc1ccccc1N1CCN(C(=O)c2cnn3c2NC(c2ccc(Br)cc2)CC3C(F)(F)F)CC1 (stereo not given),65,-2
Nc1ccc(Cl)c(-c2nc3ccccc3s2)c1,.,6
COc1ccc(-c2nc(C#N)c(N3CCCCCC3)o2)cc1,630,7
Cc1cccc(OCc2nnc(N)s2)c1,100,9&11
COC(=O)Cn1nc(-c2ccccc2)n(-c2ccccc2)c1=S,76,-8
Cc1ccc(C)c(NC(=O)c2cc3ccccc3oc2=O)c1,.,11
Cc1cc(C)c(C#N)c(SCC(=O)c2ccc(O)c(O)c2)n1,.,10
CCOc1ccc(N(C(C)C(=O)NC2CCCCCC2)S(C)(=O)=O)cc1 (stereo not given),87,-3
CC1CCCN(C(=O)CSc2nnc3n(C4CCCC4)c(=O)c4ccccc4n23)C1 (stereo not given),96,-1
Cn1c(=O)[nH]c(=O)c2[nH]c(NCCCN3CCOCC3)nc21,99,5
COc1cc(NC(=O)c2ccc(Cl)cc2)c(Cl)cc1NC(=O)C(C)Oc1ccccc1 (stereo not given),.,9
CC(=O)Nc1cccc(NC(=O)c2cccc(I)c2)c1,.,5
COc1ccc(CCn2c(-c3ccco3)nc3ccccc3c2=O)cc1OC,88,-12
O=C(CSCC(=O)Nc1ccccc1)NCc1ccco1,.,-7
COc1ccc(CC(=O)N2CCN(C(=O)c3ccco3)CC2)cc1,100,-8
CC1=CC(C)(C)Nc2ccc(OC(=O)NC3CCCCC3)cc21,.,4
CCc1cccc(C)c1NC(=O)/C=C/c1cccc([N+](=O)[O-])c1,.,0
CCC1=NN2C(=N)/C(=C/c3cccs3)C(=O)N=C2S1,.,2
Cc1nnc(SCC(=O)Nc2ccc3c(c2)OCCO3)n1CC1CCCO1 (stereo not given),100,4
Cc1ccccc1-n1nc2c(c1NC(=O)c1ccc(Cl)cc1)CSC2,88,.
CC1CN(S(=O)(=O)c2cccs2)CC(C)O1 (stereo not given),138,-1
CCOC(=O)c1c(NC(=O)c2ccc(OC)cc2)sc(C(=O)Nc2cc(C(F)(F)F)ccc2Cl)c1C,.,5
CCc1nc2ccccc2c(C(=O)OCC(=O)Nc2ccc(S(=O)(=O)N3CCOCC3)cc2)c1C,.,10
O=C1CC(=O)CC(c2ccco2)C1,98,3
CCN(CC)c1ccc(NC(=O)c2ccc(Cl)cc2Cl)cc1,.,1
CC(C)(C)C(=O)Nc1ccc(C(=O)Nc2ccc(NC(=O)c3ccc(NC(=O)C(C)(C)C)cc3)c(Cl)c2)cc1,.,-6
COc1ccc(-c2nnc(SCC(=O)NC(C)c3ccccc3)o2)cc1 (stereo not given),84,10
CCOc1ccccc1Cn1c(=O)oc2ccc(C)cc21,58,.
COc1ccc(NC(=O)C(=O)/C=C(/O)c2ccccc2)cc1,.,3
CN(CC(=O)N1CCN(c2ccc(F)cc2)CC1)S(=O)(=O)c1ccc(F)cc1,31*,14
COc1ccc2nc(SCC(=O)Nc3ccc(S(=O)(=O)N4CCCC4)cc3)c(C#N)cc2c1,102,-8
Cc1cnn(-c2cc(N/N=C/c3ccc(F)cc3)ncn2)c1,.,2
COc1ccc(Cc2noc(Cc3ccc(Cl)cc3)n2)cc1,.,13
Cc1ccc(S(=O)(=O)Nc2ccc(O)c(C)c2)cc1,.,-6
COc1ccc(Cl)cc1NC(=O)CN1C(=O)CCS(=O)(=O)c2ccccc21,128,5
O=C(CCN1CCN(C/C=C/c2ccccc2)CC1)Nc1ccccc1,.,6
c1ccc(C(CN2CCOCC2)c2ccccc2)cc1,103,-4
Clc1ccc(Cn2ncc3c(NCc4cccnc4)ncnc32)cc1,64,11
CCC(=O)Nc1cccc(NC(=O)CSc2nnc(C3CC3)n2C)c1,100,9

# 14 compounds out of the list, ordered by count of non-hydrogen atoms, largest number first.
SMILES,BAP1 block,HePTP inhibitor
CC(C)(C)C(=O)Nc1ccc(C(=O)Nc2ccc(NC(=O)c3ccc(NC(=O)C(C)(C)C)cc3)c(Cl)c2)cc1,.,-6
CCOC(=O)c1c(NC(=O)c2ccc(OC)cc2)sc(C(=O)Nc2cc(C(F)(F)F)ccc2Cl)c1C,.,5
CCc1nc2ccccc2c(C(=O)OCC(=O)Nc2ccc(S(=O)(=O)N3CCOCC3)cc2)c1C,.,10
COc1ccc2nc(SCC(=O)Nc3ccc(S(=O)(=O)N4CCCC4)cc3)c(C#N)cc2c1,102,-8
CN(CC(=O)N1CCN(c2ccc(F)cc2)CC1)S(=O)(=O)c1ccc(F)cc1,31*,14
COc1ccc(Cl)cc1NC(=O)CN1C(=O)CCS(=O)(=O)c2ccccc21,128,5
COc1ccc(-c2nnc(SCC(=O)NC(C)c3ccccc3)o2)cc1 (stereo not given),84,10
Clc1ccc(Cn2ncc3c(NCc4cccnc4)ncnc32)cc1,64,11
Cc1cnn(-c2cc(N/N=C/c3ccc(F)cc3)ncn2)c1,.,2
CCOc1ccccc1Cn1c(=O)oc2ccc(C)cc21,58,.
c1ccc(C(CN2CCOCC2)c2ccccc2)cc1,103,-4
Cc1ccc(S(=O)(=O)Nc2ccc(O)c(C)c2)cc1,.,-6
CC1CN(S(=O)(=O)c2cccs2)CC(C)O1 (stereo not given),138,-1
O=C1CC(=O)CC(c2ccco2)C1,98,3

# Further compounds follow:
SMILES,BAP1 block,HePTP inhibitor
O=C(Nc1cccc(-c2nc3ccccc3s2)c1)c1ccc(F)c(F)c1,.,-8
NC(=O)C1CCN(C(=O)c2ccc(C(F)(F)F)cc2)CC1,90,-2
CN(CC(=O)NCCC1=CCCCC1)S(=O)(=O)c1ccc2c(c1)c(=O)n(C)c(=O)n2C,87,10
COc1ccccc1-c1nnc(SCC(=O)O)n1C,98,6
CCOc1ccc(CNc2cc([N+](=O)[O-])ccc2OC)cc1,.,-2
COc1ccccc1N1CCN(Cc2nc(N)nc(Nc3ccc(C)c(Cl)c3)n2)CC1,102,10
CCOc1ccccc1NC(=O)CSc1nnc(-c2ccccn2)n1Cc1ccco1,.,5
CS(=O)(=O)N(Cc1ccccc1)c1ccc(C(=O)NC2CCCCC2O)cc1 (stereo not given),104,0
Cc1ccccc1-n1c(C)nnc1SCC(=O)N1CC(=O)Nc2ccccc21,119,6
COc1ccc(CNC(=O)c2cc3c(=O)n4ccccc4nc3n(Cc3ccco3)c2=N)cc1,61,-4
c1nc(N2CCC3(CC2)OCCO3)c2c3c(sc2n1)CCCC3,101,0
CCOC(=O)C1=C(C)N=c2s/c(=C\c3ccco3)c(=O)n2C1c1ccccc1 (stereo not given),.,8
O=C(CCn1c(=O)c2sccc2n(CC(=O)OCc2ccccc2)c1=O)NCc1ccco1,89,-1
O=C(O)C1CCN(C(=O)c2scc3c2OCCO3)CC1,98,2
C=CCc1cccc2cc(C(=O)NCc3ccco3)c(=O)oc12,.,-6
Cc1cc(C(=O)c2ccc(Br)cc2)ccc1S(=O)(=O)Nc1cccc([N+](=O)[O-])c1,.,-8
O=C(N1CCOCC1)N1CCC(n2nnc3cc(F)ccc32)CC1,91,5
Cn1c(=O)c2c(nc(OCC3COC(C)(C)O3)n2Cc2ccccc2F)n(C)c1=O (stereo not given),104,7
C/C(NCC(C)(C)CN(C)C)=C(/C#N)C(=O)NCc1ccccc1,95,-6
CCc1ccc(CN2CCN(C(=O)c3ccc(OC)cc3)CC2)cc1,.,11
CC(=O)C1=C(O)C(=O)N(CCN(C)C)C1c1ccccc1Cl (stereo not given),.,8
Cc1ccc(Sc2oc(/C=N/n3cnnc3)cc2Br)cc1,96,5
CC(Sc1nc2ccccc2s1)C(=O)N1CCOCC1 (stereo not given),.,4
COc1ccc(C(=O)Nc2ccc(NC(=O)c3ccc(Br)cc3)cc2)cc1[N+](=O)[O-],.,-8
CC(C)c1ccccc1NC(=O)c1cccnc1,97,-9
N#CC1=C(C=Nc2ccccc2O)CCC1,95,-1
CCC(Sc1nc(=O)cc(N)n1-c1cccc(C)c1)C(=O)Nc1cc(C)on1 (stereo not given),113,48
O=[N+]([O-])c1ccccc1OCCOc1ncnc2ccccc12,.,-2
CN1CCN(C(=O)N2CCNC2=O)CC1,90,-10
CC(=O)N(Cc1ccco1)C1CC(=O)N(c2ccc(Cl)cc2)C1=O (stereo not given),.,-16
CCN(CC)S(=O)(=O)c1ccc(NC(=O)COc2c(OC)cccc2OC)cc1,63,12
COc1ccc(-c2csc(NC(=O)Cn3nc(C)cc3C)n2)cc1,103,2
CCOC(=O)N1CCN(C(=O)CCSCCc2ccncc2)CC1,94,0
COc1ccc2c(c1)CCc1c(C(=O)Nc3ccn(Cc4ccc(C)cc4)n3)noc1-2,69,4
c1ccc2[nH]c(-c3nc4ccccc4[nH]3)nc2c1,134,-5
CCOC(=O)c1c(NC(=O)c2ccoc2C)sc2c1CCC(C(C)(C)C)C2 (stereo not given),263,.
COc1cc(-c2nc3nnc(C)n3[nH]2)cc(OC)c1OC,.,-6
CCCCN1C(=O)c2ccc(C(=O)NC3=NCCS3)cc2C1=O,67,2
COC(=O)C1C(=O)CC(C)(O)C(C(=O)OC)C1/C=C/c1ccccc1 (stereo not given),90,2&1
Cc1ccc(C)c(N2CCN(S(=O)(=O)c3ccc4[nH]c(=O)c(=O)[nH]c4c3)CC2)c1,74,8
O=C(CCc1ccccc1)NNC(=S)Nc1ccccc1,.,-5
Cc1ccc(CCNC(=O)C2CCCN(S(=O)(=O)c3c(C)noc3/C=C/N(C)C)C2)cc1 (stereo not given),62,-4
O=C(Cc1ccccc1)NC(c1ccco1)c1c(O)ccc2ccccc12 (stereo not given),.,-12
COC(=O)c1c(NC(=O)c2ccc(C)c([N+](=O)[O-])c2)sc2c1CCC2,.,-4
O=C1CCC(=O)N1CC(=O)N1c2ccccc2Sc2ccccc21,98,14
O=C(COc1ccc(Cl)cc1Cl)NCCCn1ccnc1,.,1
Cc1onc(-c2c(Cl)cccc2Cl)c1C(=O)Nc1cc(C(N)=O)cc(C(N)=O)c1,.,4
CCc1nnc(NC(=O)C2CCN(S(=O)(=O)Cc3ccccc3)CC2)s1,110,-15
O=C(Nc1ccc(Br)cc1)c1cccc2c1C(=O)c1ccccc1-2,.,0
COc1ccc(CCNC(=O)C(=O)NCc2ccc(C)cc2)cc1OC,.,5

# Next part:
SMILES,BAP1 block,HePTP inhibitor
COc1cccc(/C=N/n2c(SC)nnc2-c2ccccc2)c1O,81,16
O=C(NCc1ccc(F)cc1)c1ccccc1I,.,3
COC(=O)c1ccc(N2C(=O)CC(N(C)CCc3ccc(OC)c(OC)c3)C2=O)cc1 (stereo not given),93,3
O=C(Nc1ccccc1-c1ccccc1)C1CCCN(c2ncccn2)C1 (stereo not given),106,3
COc1ccccc1N1CCN(C(CNC(=O)c2ccc3c(c2)OCO3)c2cccnc2)CC1 (stereo not given),95,-3
CCCOC(=O)C1C2C=C[C@]3(CN(CCc4ccccc4)C(=O)[C@H]13)O2 (stereo not given in full),95,-12
CCC(=O)Nc1cccc(-c2nc3ccccc3s2)c1C,.,-5
COc1ccc(OCC(=O)Nc2ccc3c(c2)nc2n3CCSC2)cc1,100,3
Cc1cccc2cc(COC(=O)C(C)(C)C)c(=O)[nH]c12,116,16
CCOc1cc(/C=C2\SC(=S)N(NC(=O)c3cccc([N+](=O)[O-])c3)C2=O)ccc1O,.,-4
O=C(Nc1ccon1)c1sc2ccccc2c1Cl,108,-11
CC(C)(C)c1ccc(C(=O)NCCOCc2ccccc2)cc1,.,10
O=C1c2ccc([N+](=O)[O-])cc2C(=O)N1Cc1ccccc1,.,-1
COc1ccc(N(CC(=O)Nc2ccc(C)cc2)S(C)(=O)=O)c(OC)c1,.,4
Cc1[nH]nc2c1C(c1cc(Br)cs1)C(C#N)=C(N)O2 (stereo not given),.,0
O=C(c1ccccc1)c1nc[nH]c1C(=O)Nc1ccccc1,79,3
CCOC(=O)c1ccccc1NS(=O)(=O)c1ccc(OC)c(OC)c1,.,4
O=[N+]([O-])c1cc(-n2cnnn2)ccc1Sc1nnnn1-c1ccccc1,.,-3
O=C(CN1C(=O)C2C3C=CC(C3)C2C1=O)Nc1cccc2c1CCCC2 (stereo not given),120,10
N#Cc1c(N)nc2sc(C(=O)Nc3ccccc3)c(N)c2c1-c1ccco1,.,-2

# Compounds from the list above that contain a COOH group (2):
SMILES,BAP1 block,HePTP inhibitor
COc1ccccc1-c1nnc(SCC(=O)O)n1C,98,6
O=C(O)C1CCN(C(=O)c2scc3c2OCCO3)CC1,98,2

# (further entries)
SMILES,BAP1 block,HePTP inhibitor
CCOC(=O)C1C(c2cccs2)NC(=O)NC1(O)C(F)(F)F (stereo not given),90,-6
CCCn1nc(NC(=O)c2ccco2)c2cc3ccc(C)cc3nc21,87,-9
COc1ccccc1NC(=O)CSc1nnc(Cc2cccn2C)n1CCc1ccccc1,105,3
NC(=O)SC/C(=N\S(=O)(=O)c1ccccc1)Nc1ccccc1,106,4
Clc1ccc(N2CCN(N=Cc3ccccc3Br)CC2)cc1,.,-13
CCCC(=O)Nc1ccc2c(c1)OCCO2,.,-7
CC(C)OC(=O)c1nnn(-c2nonc2N)c1CN1CCc2ccccc2C1,132,8
O=[N+]([O-])c1ccc(C2NN=C(Cc3ccccc3)S2)cc1 (stereo not given),.,12
NC(=O)C1CCN(CCCNC2CC(=O)N(Cc3ccc(N4CCCC4=O)cc3)C2=O)CC1 (stereo not given),92,12
